Screening results as filed in PubChem.
OX1R antag – antagonists of human orexin 1 receptor (OX1R). OX1R-expressing cells, FRET antagonist read-out. inhibition, % at 6.6 µM. actives 1.8% (n = 330,000); in the data active means inhibition mostly above about 38%, no sharp cut-off; inactive means mostly below about 40%;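 further: 0% = agonist challenge alone and 100% = reference antagonist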
Target sequence (O43613 whole entry, looked up): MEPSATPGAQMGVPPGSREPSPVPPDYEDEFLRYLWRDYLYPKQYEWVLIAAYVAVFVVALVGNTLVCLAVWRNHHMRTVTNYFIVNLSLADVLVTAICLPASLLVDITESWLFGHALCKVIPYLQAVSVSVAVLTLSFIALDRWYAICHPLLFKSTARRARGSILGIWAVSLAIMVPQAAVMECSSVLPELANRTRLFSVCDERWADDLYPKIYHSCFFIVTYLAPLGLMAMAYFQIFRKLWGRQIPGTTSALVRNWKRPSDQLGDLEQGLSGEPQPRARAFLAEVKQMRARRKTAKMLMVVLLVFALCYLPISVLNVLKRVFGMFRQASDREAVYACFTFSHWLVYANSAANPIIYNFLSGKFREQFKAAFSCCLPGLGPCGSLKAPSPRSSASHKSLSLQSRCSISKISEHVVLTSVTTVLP
STK33 inh – inhibitors of purified STK33 kinase, primary screen, biochemical, ADP-Glo luminescence, homogeneous, cell-free; inhibition, % at 10 µM; actives 0.073% (n = 320,000); MBP phosphorylation; Serine/threonine-protein kinase 33 (Homo sapiens), Q9BYT3;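 active means inhibition at or above 25%, using the most active replicate where run in duplicate; inactive means inhibition below 25%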
Target sequence (Q9BYT3 whole entry, looked up): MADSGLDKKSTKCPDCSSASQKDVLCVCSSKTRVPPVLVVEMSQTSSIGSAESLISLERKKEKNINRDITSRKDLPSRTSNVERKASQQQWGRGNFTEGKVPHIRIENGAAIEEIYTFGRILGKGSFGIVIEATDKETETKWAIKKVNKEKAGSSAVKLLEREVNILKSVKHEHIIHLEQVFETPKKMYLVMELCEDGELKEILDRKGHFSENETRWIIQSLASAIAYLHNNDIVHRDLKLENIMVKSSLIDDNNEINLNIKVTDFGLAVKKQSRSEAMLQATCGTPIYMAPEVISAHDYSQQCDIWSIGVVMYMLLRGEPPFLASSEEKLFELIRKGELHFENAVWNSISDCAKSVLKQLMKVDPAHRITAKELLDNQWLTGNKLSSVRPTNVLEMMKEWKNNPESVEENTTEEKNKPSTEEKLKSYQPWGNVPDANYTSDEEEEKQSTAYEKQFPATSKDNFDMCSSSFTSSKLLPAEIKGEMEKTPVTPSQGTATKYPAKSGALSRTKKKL
KCNQ2 inh – KCNQ2 potassium channel inhibitors, primary screen, cell-based, CHO-K1, FluxOR thallium flux, B-score (AID 2156). 20 min; hits give low values. B-score at 10 µM. actives 1.1% (n = 310,000);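 active means fluorescence ratio B-score at most minus 3 library SDs, with starting brightness B-score within 2 library SDs, cut at about -5.5 in these data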
Numbers without * were called inactive; i = inactive; nt = no result given. Compounds as they come; 2.7% or so of the library scored in one or more.

SMILES	OX1R antag	STK33 inh	KCNQ2 inh
O=C(CSCc1ccccc1Br)N/N=C/c1ccc(OCC(=O)N2CCCCC2)cc1	42	-1.6	i
O=C(COC(=O)CCOc1ccccc1)Nc1cc(S(=O)(=O)N2CCCCC2)ccc1Cl	9	-0.3	i
CC(=O)Nc1ccc(S(=O)(=O)N(C)CCOCc2ccccc2)cc1	27	-2.6	i
CCN1CCN(Cc2nc3ccc([N+](=O)[O-])cc3c(=O)n2-c2ccc(OC)cc2OC)CC1	34*	-0.2	i
CCCCn1c(SCC(N)=O)nc2sc3c(c2c1=O)CCC3	18	1.7	i
O=C(CSCc1ccccc1)N1CCN(Cc2ccc3c(c2)OCO3)CC1	22	-2.4	i
Cc1cc(N)c(-n2cc3c(=O)n(C)c(=O)n(C)c3c2)cc1C	42	-0.1	i
COc1ccc(Cn2nnnc2C(C(C)C)N2CCN(c3ccccc3OC)CC2)cc1 (stereo not drawn)	19	-0.7	i
C#C[C@]1(O)CC[C@H]2[C@@H]3CCc4cc(OC)ccc4[C@H]3CC[C@@]21C	17	-1.2	i
CCCN(CC(=O)Nc1ccccc1C)C(=O)c1ccc(S(=O)(=O)N2CCCC2)cc1	4	-0.9	i
COCc1cc(C)nc(Nc2cc(C)ccc2C)c1C#N	3	-1.0	i
Cc1cc(C)c(NC(=O)CS(=O)CC(=O)NC2CCCc3ccccc32)c(C)c1 (stereo not drawn)	10	-0.2	i

Overlap with the part before: three compounds, then new ones.
SMILES	OX1R antag	STK33 inh	KCNQ2 inh
CCCN(CC(=O)Nc1ccccc1C)C(=O)c1ccc(S(=O)(=O)N2CCCC2)cc1	4	-0.9	i
COCc1cc(C)nc(Nc2cc(C)ccc2C)c1C#N	3	-1.0	i
Cc1cc(C)c(NC(=O)CS(=O)CC(=O)NC2CCCc3ccccc32)c(C)c1 (stereo not drawn)	10	-0.2	i
COc1ccc(NC(=O)c2cc(S(=O)(=O)N3CCCC3)ccc2OC)cc1	9	0.1	i
CCOc1ccc(Br)cc1S(=O)(=O)N1CCC(C(N)=O)CC1	8	-0.1	i
COc1cc2ccccc2cc1C(=O)N(CCN(C)C)c1nc2c(F)cc(F)cc2s1	15	1.6	i
Cc1ccc2nc(SCC(=O)N3CCOCC3)[nH]c2c1	11	0.5	i
CCCCCC(=O)Nc1cccc(C2=NOC3(C2)C[C@H](C(N)=O)N(C(=O)CC)C3)c1 (stereo partly drawn)	1	-1.6	i
COc1ccc(C2C(C(C)=O)=C(C)Nc3ncnn32)cc1 (stereo not drawn)	-2	1.0	i
CCC(C)(C)NC(=O)C(c1cccc(OC)c1OC)N(CCC(C)C)C(=O)CCC(=O)Nc1cc(C)on1 (stereo not drawn)	17	-0.6	i
CC(C)Cc1nnc(NC(=O)CCC(=O)N2CCN(Cc3ccccc3)CC2)s1	-2	-0.2	i
CCOC(=O)N1CCN(C(=S)NC(=O)c2ccnn2C)CC1	4	-0.8	i
CCCCCN(C(=O)CCCSc1nncs1)c1c(N)n(CCCC)c(=O)[nH]c1=O	8	-1.7	i
COc1ccc(C(=O)/C=C/N(C)C)cc1	18	-3.6	i
O=C(NN1CCOCC1)c1cccc(F)c1	16	-0.8	i
O=C(O)CNS(=O)(=O)c1ccc2c(c1)C(=O)c1cc(S(=O)(=O)NCC(=O)O)ccc1-2	nt	-0.2	i
COc1ccc(-c2coc3c(C)c4oc(=O)c(CCC(=O)O)c(C)c4cc23)cc1	2	1.0	i
COC(=O)c1ccc(-c2c(-c3ccccc3)ncc3cc(F)ccc23)cc1	12	0.2	nt
Cc1ccc(-c2onc(C)c2C)cc1S(=O)(=O)N1CC(C)Oc2ccccc21 (stereo not drawn)	32	0.3	i
Cc1ccc(NC(=O)O/N=C/c2ccc(N(C)C)cc2)cc1	-4	0.6	i
COc1cc(C(c2sc3nc(C)nn3c2O)N2CCc3ccccc3C2)cc(OC)c1OC (stereo not drawn)	0	-1.5	i
O=C(c1c(F)c(F)c(F)c(F)c1F)N(Cc1ccccc1)Cc1ccccc1	36	-0.7	i
COc1ccc(-c2csc3ncnc(NCCCO)c23)cc1	11	2.3	i
CC1(C)OC(c2ccccc2)=C/C(=C/C=Nc2ccccc2)O1	14	1.6	i
Cc1ccc(S(=O)(=O)c2c(C)nn(C(C)(C)C)c2OC(=O)c2ccco2)cc1	31	-1.1	i
C/C(CCN1CCc2nc(-c3ccccc3)c(-c3ccccc3)cc2C1)=N\O[C@H](C)c1cn([C@H](CO)Cc2ccccc2)nn1	10	0.2	i
Nn1c(COc2cccc(Br)c2)nnc1SCC(=O)NCC1CCCO1 (stereo not drawn)	8	0.6	nt
Cc1cc(NC(=O)CCN2C(=O)/C(=C\c3ccccc3)SC2=S)no1	1	-1.1	i
Brc1c(CSc2nncn2-c2ccccc2)nc2ncccn12	29	0.3	i
Cc1ccc(S(=O)(=O)N2CCCC2C(=O)NCCc2ccccc2)cc1 (stereo not drawn)	3	-0.4	i
Cc1ccccc1C(=O)NCc1nnc(SCC(=O)N2CCN(c3ccccc3)CC2)n1C	12	-2.0	i
Cc1csc2c(N3CCN(S(=O)(=O)c4ccc(Cl)cc4)CC3)ncnc12	9	-0.8	i
COC(=O)/C(=C\c1cc(OC)c(OC)c(OC)c1)c1nc2ccccc2[nH]1	3	-0.5	i
COc1ccc(N2CCN(S(=O)(=O)c3cc4c(cc3C)NC(=O)CO4)CC2)cc1	-3	0.5	i
CCCn1c(SCC(=O)N2CCN(C(=O)c3ccco3)CC2)nc2ccccc2c1=O	25	0.7	i
CCN(CC)CCOC(=O)c1cccc(Cl)c1	11	-1.6	i
O=C(COC(=O)c1ccc(Br)c(S(=O)(=O)N2CCOCC2)c1)NCC1CCCO1 (stereo not drawn)	6	0.6	i
COCCNC(=O)c1cccc(Nc2nc(-c3ccccc3)c3cc(Cl)ccc3n2)c1	18	-0.1	i
CCN(CC)S(=O)(=O)c1ccc(N/N=C(\C)c2ccc3c(c2)OCO3)c([N+](=O)[O-])c1	24	-1.0	i
Nc1nc(CN2CCN(C(c3ccccc3)c3ccccc3)CC2)nc(Nc2ccccc2)n1	3	-2.2	i
CN(CC(=O)NCc1ccncc1)S(=O)(=O)c1ccccc1	23	-0.9	i
Fc1c(F)c(C(F)(F)F)c(F)c(F)c1N/N=C\c1cccs1	5	0.0	i
COc1ccccc1N1CC(C(=O)Nc2nnc(SCc3ccccn3)s2)CC1=O (stereo not drawn)	4	-0.9	i
CCN(c1cccc(C)c1)S(=O)(=O)c1ccc(-c2coc(C)n2)cc1	16	-0.2	i
NC(=O)C1CCN(C2=C(Cl)C(=O)c3ccccc3C2=O)CC1	62*	0.6	-12*
COc1ccc(-c2cc(=O)oc3cc(OC(=O)C4CCCCC4)ccc23)cc1	11	0.4	i
COc1ccc(-c2nsc(SCC(=O)Nc3cc(C)on3)n2)cc1	12	nt	i
CCOc1ccccc1-c1noc(CCC(=O)NC2CCCCC2)n1	4	-0.1	i
COc1ccc2ccccc2c1CN1CCCC(CO)C1 (stereo not drawn)	23	-1.1	i
COc1ccc(S(=O)(=O)N2CCN(C)CC2)c(C)c1	2	-0.9	i
C[C@H](CO)NC(=O)[C@H](C)[C@@H]1C[C@@]1(C)[C@@H](NC(=O)OCc1ccccc1)c1ccccc1	26	-1.1	i
COc1ccc(-c2cn(CCc3c[nH]c4ccccc34)nn2)cc1	24	-1.1	i
CCc1cc(/C(Cc2cscn2)=N\O)c(O)cc1O	19	0.1	i
CCOC(=O)C1CCN(CC(=O)Nc2c(C(=O)OC)[nH]c3ccc(Cl)cc23)CC1	41	-0.3	i
COc1cccc(-c2ccc(=O)n(CC(=O)NCCN3CCOCC3)n2)c1	6	-1.2	i
NS(=O)(=O)c1ccc(CCNC(=O)c2cc([N+](=O)[O-])ccc2N2CCCCC2)cc1	14	1.0	i
CSc1ncc(Cl)c(C(=O)Nc2ccc(S(=O)(=O)Nc3nccc(C)n3)cc2)n1	17	-0.3	i
O=C(Nc1ccccc1Cl)Oc1ccc2ccccc2c1	11	-0.2	i
CC1CC(NC(=O)c2cc3c(=O)n4ccccc4nc3n2C)CC(C)(C)C1 (stereo not drawn)	17	-1.2	i
CSc1cccc(N2C(=O)C3CCCN3C2=S)c1 (stereo not drawn)	10	-0.7	i
CS(=O)(=O)c1ccc(-c2nnc(NC(=O)c3ccc(S(=O)(=O)N4CCCC4)cc3)o2)cc1	-8	0.4	i
COc1cc2c(C(=O)N3CCOCC3)c(CSc3ccccc3)n(C)c2cc1Br	56*	-0.9	i
Cc1ccc(C)c2c1cc(C)c1nnc(SCC(=O)NCc3ccc4c(c3)OCO4)n12	46	-0.9	i
Going on with the list:
SMILES	OX1R antag	STK33 inh	KCNQ2 inh
Cc1cc(C)nc(NC(=O)c2ccc(COc3ccccc3Cl)cc2)c1	26	0.1	i
O=C(CCc1nnc(COc2ccccc2)o1)NCCc1cccs1	13	0.0	i
Cc1nnc(NC2=NCCC2)o1	8	-0.6	i
COc1ccc(CCNC(=O)COC(=O)c2cccs2)cc1OC	13	0.3	i
CCOC(=O)[C@@H](CCc1ccccc1)N[C@H](C)C(=O)N1[C@H](C(=O)O)C[C@@H]2CCC[C@@H]21	19	-2.0	i
Cc1cc(C(=O)CSc2nc(N)cc(=O)[nH]2)c(C)n1CCc1ccc(F)cc1	27	0.2	i
COc1ncnc2c1cnn2-c1ccccc1	12	0.0	i
CCCc1nnc(SCC(=O)Nc2ccc(OCC)cc2)n1N	7	-0.3	i
Cn1c(CNC(=O)CCNC(=O)c2ccccc2F)cc(=O)n(C)c1=O	7	0.6	i
Cc1c(S(=O)(=O)N2CCN(c3cccc(Cl)c3)CC2)c(=O)n(C)c(=O)n1C	7	-0.3	i
O=C(Nc1ccc(F)cc1)c1cc(-c2ccccc2)no1	2	-0.2	i
Cc1cccc2cc(COC(=O)c3cccs3)c(=O)[nH]c12	25	-1.6	i
O=C(Cc1c(F)cccc1Cl)Nc1nccs1	-10	-0.8	i
CCOC(=O)N1CCC(NC(=O)C2CCN(C(=O)N3CC(C)Oc4ccccc43)CC2)CC1 (stereo not drawn)	-1	-1.0	i
N#CC1=C(N)Oc2cc(N)ccc2C1c1cccc(F)c1 (stereo not drawn)	7	-0.7	i
Cc1cc(C(c2ccc(C)o2)c2ccc(C)o2)c(O)c([N+](=O)[O-])c1	12	-0.5	-8.9*
COC(=O)c1c(C)[nH]c(C(=O)OCc2ccc(F)cc2)c1C	19	-2.4	i
COc1cccc(NC(=O)C(c2ccccc2)N2CCCC2)c1 (stereo not drawn)	5	0.7	i
O=C(NCCc1ccccc1)C(=O)Nc1ccc2c(c1)OCCO2	9	-2.7	i
O=C(NCCCN1CCCC1=O)c1cccc(N2CCCC2=O)c1	5	-0.9	i
COc1ccccc1N=C(C)C1=C(O)CSC1=O	28	-1.0	i
COc1ccccc1NC(=O)C(=O)NNS(=O)(=O)c1ccc2ccccc2c1	22	0.1	i
O=C(NCc1ccccc1)C(c1ccc(F)cc1)N(C(=O)c1csnn1)C1CC1 (stereo not drawn)	0	-0.7	i
CC[C@]12c3[nH]c4ccccc4c3CCN1C(=O)C(CC(=O)NCCC1=CCCCC1)C[C@@H]2C(=O)N1CCN(C(=O)C2CC2)CC1 (stereo partly drawn)	5	-0.4	nt
CC(C)(C)OC(=O)NCCCC[C@H](NC(=O)c1nc[nH]c1C(=O)N1CCN(C(=O)OC(C)(C)C)CC1)C(=O)OC(C)(C)C	-1	-1.2	i
Cc1c(NC(=S)N/N=C/c2ccc(O)cc2)c(=O)n(-c2ccccc2)n1C	20	-2.0	i
O=C(c1nc2ccc(Cl)cn2c1CN1CCC(CO)CC1)N1CCc2ccccc2C1	41	0.3	i
Cc1ccc(/C=N/NC(=O)Cc2ccc(Cl)cc2)c(O)c1	nt	-1.2	i
CCc1sc(C(=O)Nc2ccc(NC(C)=O)cc2)cc1C	11	-1.4	i
O=C(CCCCCNc1nc(=S)[nH]c2ccccc12)NCCc1ccccc1	18	-1.7	i
Cc1c(C(=O)N2CCN(C)CC2)oc2ccc(S(=O)(=O)N3CCOCC3)cc12	9	-0.7	nt
CC(=Nc1cc(C(=O)c2ccccc2)ccc1N)C1=C(O)CC(C)(C)CC1=O	21	-0.3	i
O=C(O)CC(Sc1n[nH]c(=S)s1)C(=O)O (stereo not drawn)	8	3.1	i
CN(CC(=O)Nc1c(Cl)cccc1Cl)C(=O)C1CSC2(C)CCC(=O)N12 (stereo not drawn)	4	0.0	i
CC(=O)N1C(C(=O)O)CSC1c1ccc(C)cc1 (stereo not drawn)	7	-1.2	i

7 entries from above, arranged by SMILES length, rising.
SMILES	OX1R antag	STK33 inh	KCNQ2 inh
O=C(O)CC(Sc1n[nH]c(=S)s1)C(=O)O (stereo not drawn)	8	3.1	i
CC(=O)N1C(C(=O)O)CSC1c1ccc(C)cc1 (stereo not drawn)	7	-1.2	i
CCc1sc(C(=O)Nc2ccc(NC(C)=O)cc2)cc1C	11	-1.4	i
Cc1ccc(/C=N/NC(=O)Cc2ccc(Cl)cc2)c(O)c1	nt	-1.2	i
CN(CC(=O)Nc1c(Cl)cccc1Cl)C(=O)C1CSC2(C)CCC(=O)N12 (stereo not drawn)	4	0.0	i
Cc1c(C(=O)N2CCN(C)CC2)oc2ccc(S(=O)(=O)N3CCOCC3)cc12	9	-0.7	nt
CC(C)(C)OC(=O)NCCCC[C@H](NC(=O)c1nc[nH]c1C(=O)N1CCN(C(=O)OC(C)(C)C)CC1)C(=O)OC(C)(C)C	-1	-1.2	i
